KDM5B inhibitor = inhibitors of human KDM5B histone demethylase. Q9UGL1. KDM5B demethylase, FDH-coupled NADH fluorescence (FDH is formaldehyde dehydrogenase). AID 1347165. hit rate 2.6% among 220,000. Potency, µM (top dose mostly 57.7 µM), for inactives: at the highest dose activity change, negative = inhibition, usual class: inhibitors; active = well fitted inhibition curve with a large enough effect; inconclusive = small, poorly fitted or top-dose-only effect; inactive = no such curve, though single readings can be large or run the other way; also: 0% is about no effect; nearly all actives have a fitted effect of over 70% in size
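qHTS format, multiple compound concentrations. Buffer 50 mM HEPES pH 7.5/0.01% Tween-20; 200 nM KDM5BΔAP final; 10 min compound preincubation; substrate-mix levels 12.5 µM peptide, 25 µM α-KG, 0.25 mM NAD⁺; 30 min RT; ΔRFU.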
Active calls of the source: *; i = inactive; ? = inconclusive; & = joins results of further samples; [ ] = another dose, or the depositor's remark. Potency is read from the fitted curve at half-maximal effect. These rows are one share of the data. The share of hits here may be higher or lower than overall.

Structure,KDM5B inhibitor
CNC(=O)NC(=O)C(c1ccccc1)N(C)Cc1ccccc1 (configuration not stated),-10%
CC(=O)N[C@H]1CC[C@]2(C)CC[C@@H]([C@H](C)C(=O)NC(C)(C)C)[C@H](O)[C@H]2[C@@H]1C,9%[86.2 µM]
CCOC(=O)c1c(NC(=O)c2cc(C)on2)sc(C)c1C,-29%
CC(NC(=O)Cc1csc2nc(-c3ccccc3)cn12)c1ccc(S(C)(=O)=O)cc1 (configuration not stated),-15%
CN(C)CCCN(C(=O)c1ccc2ccccc2c1)c1nc2cc3c(cc2s1)OCO3,-27%
CCc1cccc(CC)c1-n1nnc2c(sc3nc(C)cc(C)c32)c1=O,-20%
CC(C)N1CCC2(CC1)CN(C(=O)c1ccccn1)Cc1ccccc1O2,-25%
O=C(c1n[nH]c2ccccc12)N1CC(Oc2ccccc2-c2nc(-c3ccccc3)no2)C1,?
O=C(CN1C(=O)C(c2ccccc2)=NC12CCCC2)NCc1ccccc1,8%
CCC1=C(C(=O)OC)C(c2ccccc2F)N2C(CC(=O)NCC3CC3)=CSC2=N1 (configuration not stated),?
CC(C)C[C@H](N)c1nnc(SCc2ccc(Cl)cc2Cl)o1,-25%
O=c1c(C(c2ccc(Cl)cc2)c2c(O)nc3n(c2=O)CCCS3)c(O)nc2n1CCCS2,-7%
OCC#Cc1csc(CN2CCCN(C3CCCCC3)CC2)c1,-17%
COc1ccc(-c2cc(NC(=O)c3cccs3)n(C3CCS(=O)(=O)C3)n2)cc1 (configuration not stated),-16%
N#Cc1ccc2c(c1)nnn2-c1ccccc1,26%
COc1ccc2[nH]cc(CCNC(=O)c3cc(F)ccc3F)c2c1,5%
Cc1cc(C)cc(NC(=O)N(C)Cc2ccccc2)c1,-10%
CCOC(=O)c1cc(-c2ccc(OC)c(S(=O)(=O)NC3CCCCC3)c2)on1,11%
COCC1CN(C(=O)NC2CCCCC2)CC12CCNCC2 (configuration not stated),-22%
CCCNC(=O)N1CCC(Cn2c(C)cnc2C2CCOCC2)CC1,15%

Of the compounds above, 2 have a Cl atom.
Structure,KDM5B inhibitor
CC(C)C[C@H](N)c1nnc(SCc2ccc(Cl)cc2Cl)o1,-25%
O=c1c(C(c2ccc(Cl)cc2)c2c(O)nc3n(c2=O)CCCS3)c(O)nc2n1CCCS2,-7%

(list continues)
Structure,KDM5B inhibitor
O=c1[nH]c(N2CCOCC2)nc2c1CCN(Cc1ccsc1)CC2,-15%
CCCCCn1nc(C(=O)Nc2cc(C)cc(C)c2)c2ccccc2c1=O,7%
CC1CN(C(=O)c2cc(S(=O)(=O)N3CCCC3)ccc2Cl)CC(C)O1 (configuration not stated),-1%
O=S(=O)(c1cc(F)ccc1F)N1CCN(C23CC4CC(CC(C4)C2)C3)CC1,20%
CC(NCCS(=O)(=O)c1ccc(Cl)cc1)c1cccc(Cl)c1 (configuration not stated),20%
Cc1cccc(C(=O)N2CCC3(CC2)CC(N(C2CC2)S(C)(=O)=O)CCO3)c1 (configuration not stated),-22%
CN(C)C(C(=O)N1CCN(Cc2ccccc2C#N)CC1)c1ccc(F)cc1 (configuration not stated),13%
O=C(CSc1ncnc2sccc12)c1ccc2c(c1)OCCCO2,4%
CCn1cc(C(=O)NCc2ccncc2)c(=O)c2cc(F)c(N3CCN(C(=O)c4ccco4)CC3)cc21,?
O=c1n(-c2ccc(Cl)cc2)nc2n1CCN(Cc1cccnc1)C2,-29%[149 µM]
COc1cccc(C(=O)N2CCC(N3C[C@H](O)C[C@H]3C(=O)N3CCC(C)CC3)CC2)c1,-17%
COc1ccc(-c2noc(CSc3nnc(C)n3-c3ccccc3)n2)c(OC)c1,12%
Cc1cccc(Cn2c(Sc3nncn3C)nc3c2c(=O)[nH]c(=O)n3C)c1,6%
COc1ccc(NC(=O)CCc2nc3cc(Cl)ccc3n(CC(C)C)c2=O)cc1,3%
CCC1=Nc2cc(C(=O)NC3CCCC3)ccc2Sc2ccc(Cl)cc21,-2%
O=C(Nc1cc(F)c(F)c(F)c1)N1CCC(Oc2ncccc2C(=O)N2CCCCC2)C1 (configuration not stated),7%
COc1ccc(CCNC(=O)C2CCCN(S(=O)(=O)c3ccc(F)cc3)C2)cc1 (configuration not stated),28%
Cc1cc(NC(=O)c2ccc(CN3CC[C@H](O)C3)cc2)ccc1F,?
O=C(c1ccccc1)N1CCC2(CC1)N=C(c1ccc(Cl)cc1)NO2,?
CN1c2cccnc2CN(C(=O)Nc2cccc(F)c2)CC[C@H]1CO,35%[activator][86.2 µM]

Further structures
Structure,KDM5B inhibitor
CCn1nccc1C(=O)NCCC1CCN(C(=O)Nc2ccc(F)cc2)CC1,15%
CC(=O)Nc1ccc(NC(=O)c2nn(CCC(C)C)c(=O)c3ccccc23)cc1,0%
O=C1O[C@@H]2CN(S(=O)(=O)N3CCCC3)C[C@@H]2N1CCCc1ccc(F)cc1,4%
COc1ccc(-c2ccc3onc(C)c3n2)cc1OC,?
COc1ccccc1OCC(=O)NC1CCCCC1,9%
O=C(Nc1ccc([C@@H](O)[C@H]2COCC(=O)N2Cc2ccc(F)cc2)cc1)c1cnccn1,13%
COc1ccc(Nc2cc(C)nc(Nc3ccc(NC(=O)CC(C)(C)C)cc3)n2)cc1,?
Cc1ccc(NC(=O)N2CC3CCCN3c3ccccc32)c(C)c1 (configuration not stated),1%
Cc1ccc(N2CCN(C(=O)c3cn(C)c4ccc(S(=O)(=O)N(C)C)cc4c3=O)CC2C)cc1 (configuration not stated),-18%
COc1ccc(S(=O)(=O)Nc2ccc3c(c2)N(C(=O)c2cccnc2)CC3)c(OC)c1,7%
COC(=O)c1ccccc1NC(=O)c1cc(=O)c2ccc(C)c(C)c2o1,-25%
CC(C)c1nc2c(c(-c3ccc(Cl)cc3)n1)CCN(Cc1cccnc1)CC2,-24%[115 µM]
CCCN(CC1CCOC1)C(=O)Nc1ccc(C)c(F)c1 (configuration not stated),28%
CC(C)N1CCN(C(=O)C2Cn3cccc3C(=O)N2Cc2cccnc2)CC1 (configuration not stated),5%
COCCOC1CCOC2(CCN(C(=O)c3ccc(OC)c(OC)c3)CC2)C1 (configuration not stated),?
CC(C)c1nnc2ccc(NCc3ccc(Cl)cc3)nn12,6%
O=Cc1cccn1-c1ccc(Cl)cc1Cl,-8%
COc1ccc2cc(C(=O)NCC(C)N3CCCC3)c(C)nc2c1 (configuration not stated),157%[activator]
CCOc1ccccc1CNC(=O)C1CCN(c2nc3ccccc3nc2C(F)(F)F)CC1,-16%
Cc1cc(NC(=O)C(C)Sc2nc(NC3CC3)c3ccccc3n2)no1 (configuration not stated),11%

Remaining list, next part.
Structure,KDM5B inhibitor
Cc1ccc(-c2ccc3nnc(CNC(=O)c4ccn[nH]4)n3n2)cc1C,?
Cc1ccccc1S(=O)(=O)Cc1ccc(C(=O)NC2CCCCC2)o1,?
CC(=O)N1Cc2ccccc2OC2(CCN(C(=O)Cc3ccc(O)cc3)CC2)C1,6%[115 µM]
CCN(CC)CCCNC(=O)CSc1nc2nc(C)c(Cc3c(F)cccc3Cl)c(C)n2n1,-15%
COc1ccc(NC(=O)C(Sc2nnc(-c3ccco3)n2N)c2ccccc2)cc1Cl (configuration not stated),-13%
CCn1nc(C(=O)Nc2ccc(OC)c(OCCOC)c2)c2ccccc2c1=O,-10%
O=C1N[C@@H]2CCN(C(=O)c3ccccc3)[C@@H]2C(=O)N1c1ccc(Oc2ccccc2)cc1,-7%[86.2 µM]
CN(Cc1ccc(C(=O)NCC(F)(F)F)cc1)C(=O)c1ccc(F)cc1,-10%
CCCOc1ccc(CN(C(=O)Cc2coc3ccc(CC)cc23)C2CCS(=O)(=O)C2)cc1 (configuration not stated),-7%&32%
O=C(O)CNS(=O)(=O)c1cccc(F)c1,-21%
Cc1cn2nc(C(=O)NCc3cccs3)cc2c(N2CCCC2)n1,i
CCC(=O)Nc1ccc(-c2c(-c3ccc(C)cc3)nn(-c3ccc(F)cc3)c2OC(C)=O)cc1,?
CCc1ccccc1NC(=O)Cn1c(=O)n(-c2cccc(C)c2)c(=O)c2c1c1cc(OC)ccc1n2C,?
COc1cccc(-c2nc(C#N)c(N3CCN(C(=O)c4cccs4)CC3)o2)c1,72%[activator]
COc1ccc(CN2CC(Oc3ccc(F)cc3F)C2)cc1,-1%[149 µM]
O=S(Cc1ccc(F)cc1)Cc1ccc(Cl)cc1 (configuration not stated),-2%
O=c1c2ccccc2cnn1CN1CCN(S(=O)(=O)c2c(Cl)cccc2Cl)CC1,118%[activator]
CC(C)N(C(=O)Cn1cc(S(=O)(=O)Cc2ccc(Cl)cc2)c2ccccc21)C(C)C,5%
COc1ccc(-c2nc(CN3CCCC3c3cc(C)no3)co2)cc1 (configuration not stated),16%
CCOC(=O)Cc1ccc(NC(=O)Nc2ccccc2OCc2cc(=O)n3ccccc3n2)cc1,-13%

Part of the list above, with each value named:
molecule: O=C(CN1C(=O)C(c2ccccc2)=NC12CCCC2)NCc1ccccc1
- KDM5B inhibitor: 8%

molecule: CCC1=C(C(=O)OC)C(c2ccccc2F)N2C(CC(=O)NCC3CC3)=CSC2=N1 (configuration not stated)
- KDM5B inhibitor: ?

molecule: CC(C)C[C@H](N)c1nnc(SCc2ccc(Cl)cc2Cl)o1
- KDM5B inhibitor: -25%

molecule: O=c1c(C(c2ccc(Cl)cc2)c2c(O)nc3n(c2=O)CCCS3)c(O)nc2n1CCCS2
- KDM5B inhibitor: -7%

Next structures:
Structure,KDM5B inhibitor
Cc1ccc(C2Cn3nnc(C(=O)NC4CCN(Cc5ccccc5)CC4)c3CO2)cc1 (configuration not stated),-12%
COc1cccc(S(=O)(=O)N2CCC3(CC2)CC(CC(=O)N2CCCC2)CCO3)c1 (configuration not stated),3%
CCC(CO)Nc1nc2c(c(=O)n(C)c(=O)n2C)n1Cc1c(F)cccc1Cl (configuration not stated),9%
CSCCC(NC(=O)c1ccccc1Cl)C(=O)NCCc1ccccn1 (configuration not stated),10%
Nc1nc(CC(=O)N2CCCC(CNC(=O)c3ccc(F)cc3)C2)cc(=O)[nH]1 (configuration not stated),-6%
COc1cccc(S(=O)(=O)Nc2c(NC3CCCCC3)c3ccccc3oc2=O)c1,5%
S=C(NCCc1ccccc1)NC1CCCC1,12%
Cc1nc2cccnc2n1CC1CCCN(S(=O)(=O)c2ccc(F)c(F)c2)C1 (configuration not stated),17%
C=C(C)CN1CCN(CCO)CC1,17%
COc1ccc(C(C)=O)cc1CN(C)CC12CC3CC(CC(C3)C1)C2,0%
CCOn1c(=O)c(-c2ccc(Br)cc2)[n+]([O-])c2ccccc21,-2%
C(=C\c1cccs1)/c1ccc2ccccc2n1,-25%
CCOC(=O)c1cccc(NC(=O)NCc2cccn2Cc2ccccc2)c1,?
O=C1CCC2(CCN1CC1CC1)CCN(S(=O)(=O)c1ccccc1F)CC2,0%
Cc1nnc(NC(=O)CSc2n[nH]c(-c3ccccc3C)n2)s1,-11%
COCC1CCN(CC2(O)CCCN(Cc3cccc(F)c3F)C2=O)CC1 (configuration not stated),44%[activator]
Cc1noc(C)c1-c1cc2c(cc(C)n2CCN(C)C)c(-c2ccccc2)n1,32µM*
O=C(Nc1ccc(C23CC4CC(CC(C4)C2)C3)cc1)c1cccc(Cl)c1,-14%
CCCc1noc(-c2cccn3c(CNC(=O)C4CCCCC4)nnc23)n1,?
COc1ccccc1OCC(=O)Nc1cc(-c2ccc(F)c(F)c2)no1,18%

Next part
Structure,KDM5B inhibitor
CCOC(=O)C1CCN(C(=O)CSc2n[nH]c(-c3ccccc3)n2)CC1,-14%
COc1ccc(C(=O)N2CCCC(c3nc(-c4cccnc4)no3)CCNC(=O)CC2)cc1 (configuration not stated),31%
O=C(N[C@@H]1CCOC[C@H]1Oc1ccccn1)c1cc(C2CC2)no1,30%[activator]
O=C(c1ccco1)c1cn(CCOc2ccc(Cl)cc2)c2ccccc12,13%
O=c1ncn(CC2CC2)c2ccc(-c3ccoc3)nc12,32µM*
Cc1ccccc1Nc1nc(CSc2nnc3n2CCCCC3)cs1,-16%
CO[C@H]1C(=O)N(C2CCN(C(=O)Cn3ccc(C)n3)CC2)[C@H]1c1ccncc1,-27%
COc1cccc(CN2CCOC[C@H](O)C2)c1,?
CCn1cc(S(=O)(=O)N2CCC(c3noc(-c4ccccn4)n3)C2)cn1 (configuration not stated),-9%
O=C(CSc1nc2nc[nH]c2c(=O)[nH]1)NCc1ccc(F)cc1,-18%
CC(C)n1c(CNC(=O)Cn2nc3c(cc2=O)CCCCC3)nc2ccccc21,23%
Cc1ccc(OC2CN(C(=O)c3ccc(F)cc3)C2)cc1C,-6%[86.2 µM]
NC(N)=Nc1nc(-c2ccccc2)c2ccccc2n1,298%[activator]
COCCOC1CCOC2(CCN(C(=O)Cn3c(=O)oc4ccccc43)CC2)C1 (configuration not stated),-1%
CC(NC(=O)CNC(=O)OCc1ccccc1)C(=O)NCC(=O)O (configuration not stated),27%
Cc1cc(C(=O)N2C[C@@H](CO)[C@H](c3ccccn3)C2)nn1C,2%
CNS(=O)(=O)c1ccc(C2CC(=O)Nc3cc(O)c(OC)cc32)cc1 (configuration not stated),-11%
c1ccc(-c2cn[nH]c2)cc1,-15%
CCOc1ccc(/C=C/C(=O)c2cccc(O)c2)cc1,?

Screens as filed in PubChem BioAssay.
